Bioassay records: PubChem, National Center for Advancing Translational Sciences (NCATS)
EPAC2 antagonist – qHTS for Antagonist of cAMP-regulated guanine nucleotide exchange factor 2 (EPAC2): primary screen; Rap guanine nucleotide exchange factor 4 (Homo sapiens), Q8WZA2; EPAC2 GEF exchange of Rap1B-BODIPY-GDP, fluorescence; Potency, µM (top dose mostly 114 µM), for inactives: at the top dose activity, negative = inhibition, usual class: inhibitors; 360,000 compounds, 0.18% hits; AID 720708, 2013; also: % is scaled to controls: 0 for no effect and ±100 for the full control effect; nearly all actives have a fitted effect of over 45% in size; many of its hits are not listed in these tables
Target sequence (Q8WZA2 whole entry, looked up): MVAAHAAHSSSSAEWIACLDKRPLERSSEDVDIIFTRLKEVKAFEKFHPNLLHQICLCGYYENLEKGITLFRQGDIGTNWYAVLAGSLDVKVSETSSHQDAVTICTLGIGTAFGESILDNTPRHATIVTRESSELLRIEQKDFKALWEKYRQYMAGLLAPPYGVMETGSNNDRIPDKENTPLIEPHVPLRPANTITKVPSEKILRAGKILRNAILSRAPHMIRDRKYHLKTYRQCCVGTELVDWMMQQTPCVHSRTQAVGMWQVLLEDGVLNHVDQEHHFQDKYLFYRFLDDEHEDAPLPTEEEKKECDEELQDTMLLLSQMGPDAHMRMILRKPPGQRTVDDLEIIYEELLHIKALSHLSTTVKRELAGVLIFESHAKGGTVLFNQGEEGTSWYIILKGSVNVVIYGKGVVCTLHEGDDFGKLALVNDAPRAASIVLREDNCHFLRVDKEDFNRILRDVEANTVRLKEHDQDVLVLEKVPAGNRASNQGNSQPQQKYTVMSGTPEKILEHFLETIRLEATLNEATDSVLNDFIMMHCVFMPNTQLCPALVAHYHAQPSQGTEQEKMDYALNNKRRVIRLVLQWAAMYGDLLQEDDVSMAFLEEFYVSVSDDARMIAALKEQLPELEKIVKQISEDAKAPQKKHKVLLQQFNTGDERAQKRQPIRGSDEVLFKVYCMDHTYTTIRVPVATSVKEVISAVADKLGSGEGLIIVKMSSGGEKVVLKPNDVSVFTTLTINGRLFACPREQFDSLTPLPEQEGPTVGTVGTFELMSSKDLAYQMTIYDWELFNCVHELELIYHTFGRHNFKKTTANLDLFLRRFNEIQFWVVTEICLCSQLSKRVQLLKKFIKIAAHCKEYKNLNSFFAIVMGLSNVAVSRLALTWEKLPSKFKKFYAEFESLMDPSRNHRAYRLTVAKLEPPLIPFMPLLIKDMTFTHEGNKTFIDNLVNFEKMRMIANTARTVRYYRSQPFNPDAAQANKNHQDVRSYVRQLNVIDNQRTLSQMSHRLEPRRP
ATXN viability – Viability Counterscreen for Primary qHTS for Inhibitors of ATXN expression | S2 cells (HEK-293 line with an ATXN2-luciferase reporter) viability, CellTiter-Fluor protease fluorescence, 24 h | Potency, µM (titrated, usually from 56.7 µM), actives largely listed as cytotoxic | 400,000 compounds, 0.49% hits; also: nearly all actives have a fitted effect of over 40% in size
An asterisk follows results filed as active; i = inactive; ? = inconclusive; / = no result given. Calls follow the shape of the dose curve; as a rule, active = well fitted curve in the direction sought with a large enough effect; inconclusive = small, poorly fitted or top-dose-only effect, or another doubt; inactive = no such curve, though single readings can be large; an effect the other way counts as inactive or inconclusive. Potency is read from the fitted curve at half-maximal effect.

The opening four entries, ahead of the listing:
SMILES | EPAC2 antagonist | ATXN viability
CCc1cc(C(=O)NCC2Cc3cc(C)cc(-c4cc(C(C)=O)ccc4F)c3O2)n(C)n1 (stereo not given) | / | ?
CCC1CN(Cc2cn[nH]c2-c2ccccc2)Cc2cc(OC)ccc2O1 (stereo not given) | / | i
Cc1nc2cc(NC(=O)[C@@H]3C[C@@H](Sc4ccccn4)CN3Cc3ccc(F)cc3F)ccc2s1 | / | i
COc1ccc2c(c1)-c1nc(-n3ncc(C(=O)NC[C@@H]4CCCN5CCCC[C@H]45)c3C)ncc1CC2 | / | 25µM*

The listing, from the start:
SMILES | EPAC2 antagonist | ATXN viability
CCc1cc(C(=O)NCC2Cc3cc(C)cc(-c4cc(C(C)=O)ccc4F)c3O2)n(C)n1 (stereo not given) | / | ?
CCC1CN(Cc2cn[nH]c2-c2ccccc2)Cc2cc(OC)ccc2O1 (stereo not given) | / | i
Cc1nc2cc(NC(=O)[C@@H]3C[C@@H](Sc4ccccn4)CN3Cc3ccc(F)cc3F)ccc2s1 | / | i
COc1ccc2c(c1)-c1nc(-n3ncc(C(=O)NC[C@@H]4CCCN5CCCC[C@H]45)c3C)ncc1CC2 | / | 25µM*
CC(=O)c1ccc(F)c(-c2cc(C)cc3c2OC(CNC(=O)c2cnc4ccccn4c2=O)C3)c1 (stereo not given) | / | ?
Cc1c(C(=O)N(C)Cc2nccs2)sc2ncnc(NCC3CCCO3)c12 (stereo not given) | / | i
CC(=O)OCC(=O)[C@@]1(OC(C)=O)[C@H](C)C[C@H]2[C@@H]3C[C@H](F)C4=CC(=O)C=C[C@@]4(C)[C@]3(F)[C@H](O)C[C@@]21C | / | i
Cc1ccccc1C(=O)N1CCc2c(cnc(C)c2CNC(=O)c2ccc3c(c2)OCO3)C1 | / | i
COc1cc(=O)n2c(c1C(=O)NC(C)c1ccco1)CCN(Cc1ccc3nsnc3c1)CC2 (stereo not given) | / | i
C[C@@H]1CN(Cc2ccc3c(c2)CN(Cc2cccc4cccnc24)CCO3)C[C@H](C)O1 | / | i
CCC1(C2CCN(Cc3ccccc3Cl)CC2)NC(=O)N(CC2COc3ccccc3O2)C1=O (stereo not given) | / | i
Cc1ccccc1-c1ccc(CN2CCc3nnc(C(NS(C)(=O)=O)C(C)C)n3CC2)cc1 (stereo not given) | / | i
COC(=O)[C@@H]1C[C@@H](NC(=O)c2cnsn2)CN1Cc1ccc(Cl)cc1 | / | i
CC(C)c1c(C(=O)NCc2cccnc2)cnn1-c1nccc(-c2ccccc2F)n1 | / | ?
Cc1ccc(CNc2nc(CN3CCCCC3c3cccnc3)nc3ccccc23)o1 (stereo not given) | / | ?
Cc1cnc(-n2ncc(C(=O)N(C)CCc3ccccn3)c2-c2cccs2)nc1-c1ccc(F)cc1 | / | i
CCOC(=O)N1CCN(Cc2ccc3c(c2)CN(C(=O)c2cccc(-n4cccn4)c2)CCO3)CC1 | / | ?
Cc1ccnn1CC(=O)N1CCOc2c(cc(-c3ncc(C(F)(F)F)cc3Cl)cc2OCC2CCCO2)C1 (stereo not given) | / | i
CCOC(=O)COc1ccc2c(C)c(CCN(CC)CC)c(=O)oc2c1 | / | i
Cc1cnc(SCC2CCCO2)nc1C1CCCN(Cc2nc(-c3ccccc3)cs2)C1 (stereo not given) | / | i
O=C(NCC1(N2CCCCC2)CCCCC1)c1ccc(-n2cc(NC(=O)c3cccnc3)cn2)cc1 | / | i
O=P(O)(O)OC(Cn1cncn1)(Cn1cncn1)c1ccc(F)cc1F | / | i
CC1(C)N=C(N)N=C(N)N1c1ccc(Cl)cc1 | / | i
Cc1ncc2c(c1CNC(=O)c1ccc3c(c1)OCO3)CCN(C(=O)C1Cc3ccccc3O1)C2 (stereo not given) | / | i
NNc1nnc(Cc2ccncc2)c2ccccc12 | / | i
Next entries follow.
SMILES | EPAC2 antagonist | ATXN viability
COc1ccc(CN2C[C@H](Sc3nc4ccccc4[nH]3)C[C@H]2C(=O)N(C)C)c2ccccc12 | / | i
CCN(CC)c1ccc(N=Nc2ccc(S(=O)(=O)N(C)C)cc2)c(S(=O)(=O)NCC[n+]2ccccc2)c1 | / | i
COc1ccccc1CNc1ncnc2sc(C(=O)N3CCN(C)CC3)c(C)c12 | / | i
CCOC(=O)C1CCCN(C(=O)c2cnn(-c3ncc4c(n3)-c3ccccc3CC4)c2C)C1 (stereo not given) | / | i
FC(F)(F)c1cnc(-c2cc3c(c(OCC4CCCO4)c2)OCCN(Cc2cccn2-c2nccs2)C3)c(Cl)c1 (stereo not given) | / | i
O=C(NCCc1nnc2n1CCN(Cc1cc3ccccc3o1)CC2)c1ccoc1 | / | i
COC(=O)[C@@H]1[C@@H]2C[C@H]3c4[nH]c5cc(OC)ccc5c4CCN3C[C@@H]2C[C@H](OC(=O)c2cc(OC)c(OC)c(OC)c2)[C@H]1OC | / | i
CO/N=C(\C(=O)N[C@@H]1C(=O)N2C(C(=O)O)=C(C[N+]3(C)CCCC3)CS[C@H]12)c1csc(N)n1 | / | i
C[C@@H]1CCc2cc(F)cc3c(=O)c(C(=O)O)cn1c23 | / | i
COc1cc(=O)n2c(c1C(=O)NCc1ccc3c(c1)OCO3)CCN(C(=O)c1ccc(C)cc1)CC2 | / | i
Cc1ccccc1C1(CC(=O)N2CC3(C)CC2CC(C)(C)C3)CC(=O)N(Cc2cccnc2)C1=O (stereo not given) | / | i
Cc1cccc(C)c1NC(=O)C1(C)CN(S(C)(=O)=O)CC(=O)N1CCc1ccccc1F (stereo not given) | -20% | /
COc1ccc(C(C(=O)Nc2ccc(F)cc2)N2CCN(C(=O)c3ccco3)CC2)cc1 (stereo not given) | 0% | /
CCCCNC(=O)C(NC(=O)Cc1cc(C(F)(F)F)cc(C(F)(F)F)c1)C(=O)c1ccccc1 (stereo not given) | 7% | /
COC(=O)C[C@@H]1CC[C@H](NC(=O)c2ccccc2)[C@@H](CO)O1 | 7% | /
Cc1cc(Br)c2c(c1)[C@](O)(c1cn(C)c3ccccc13)C(=O)N2C | 22µM* | /
COC(=O)CC1N(S(=O)(=O)c2ccc(C)cc2)c2ccccc2C1(C(=O)OC)C(=O)OC (stereo not given) | -13% | /
C[C@H]1[C@@H](Cc2cc(Cl)cc(Cl)c2)N(c2ccccc2)c2ccccc2CN1Cc1ccccc1 | -15% | /
CCc1c(-c2ccc(Cl)cc2)ncn1Cc1cccc(-c2ccccc2)c1 | 3% | /
CCC(C(=O)NC(C)(C)C)n1c(C(c2ccccc2)c2ccccc2)nc2ccccc21 (stereo not given) | -16% | /
O=C1Nc2ccccc2-n2nnnc2C1N1CCN(c2ccc(C(F)(F)F)cc2[N+](=O)[O-])CC1 (stereo not given) | -19% | /
COCCCNC(=O)C[C@@H]1C[C@@]2(C(=O)OC)CC(C)(C)CC=C2N(Cc2ccccc2)C1=O | -6% | /
O=C(NCC[C@H]1CC[C@@H](NC(=O)C2CCC2)[C@@H](CO)O1)c1cc(Cl)cc(Cl)c1 | -3% | /
Cc1cccc(C)c1NC(=O)C1(C)CN(S(C)(=O)=O)CC(=O)N1CCCN1CCOCC1 (stereo not given) | -6% | /
C=CCOC(=O)Nc1nc(CCNC(=O)OCc2ccccc2)c(C(=O)O)s1 | 1% | /
Additional entries
SMILES | EPAC2 antagonist | ATXN viability
O=[N+]([O-])c1ccc2[nH]ccc2c1 | -11% | /
O=C(Nc1ccc(F)cc1)C(c1cccc(F)c1)N1CCN(c2ccncc2)CC1 (stereo not given) | 9% | /
COC(=O)C[C@@H]1CC[C@H](NC(=O)Nc2ccc(F)cc2)[C@@H](CO)O1 | 3% | /
O=C(NCc1ccccc1)C(c1ccccc1)n1c(=O)c(-c2ccco2)nc2ccccc21 (stereo not given) | -5% | /
COC(=O)C[C@H]1CC[C@@H](NC(=O)Nc2ccc3c(c2)OCO3)[C@@H](CO)O1 | 15% | /
COC(=O)C1(C(=O)OC)Cc2ccccc2N(S(=O)(=O)c2ccc(C)cc2)C1CC(C)=O (stereo not given) | -16% | /
COC(=O)[C@@]12C[C@@H](CC(=O)NCc3cccc(C(F)(F)F)c3)C(=O)N(Cc3ccccc3)C1=CCC(C)(C)C2 | -17% | /
CCCCNC(=O)C1C(c2ccc(OC)cc2)=Nc2ccccc2N1C(=O)c1cccnc1 (stereo not given) | -1% | /
CN1CCN(C(=O)C[C@@H]2CC[C@@H]3[C@H](COC[C@@H](O)CN3Cc3cccc(Cl)c3)O2)CC1 | -5% | /
CSCCC(C(=O)NC(C)(C)C)n1c(-c2ccccc2)nc2ccccc21 (stereo not given) | 3% | /
COC(=O)C[C@H]1CC[C@@H](NC(=O)Nc2ccc(C(F)(F)F)cc2)[C@@H](CO)O1 | 1% | /
CC(C)(C)NC(=O)C(C1CC1)n1c(=O)c(-c2ccco2)nc2ccccc21 (stereo not given) | 0% | /
COC(=O)C[C@@H]1CC[C@@H](NC(=O)c2ccccc2F)[C@@H](CO)O1 | -10% | /
COc1cccc(C(C(=O)NC2CCCC2)N2CCN(c3cc(C)ccc3C)CC2)c1OC (stereo not given) | ? | /
CC(C)NC(=O)C1C(c2ccc(C(F)(F)F)cc2)=Nc2ccccc2N1C(=O)c1cccc2ccccc12 (stereo not given) | -10% | /
CCC(C(=O)NC(C)(C)C)n1c(-c2ccccc2)nc2ccccc21 (stereo not given) | -7% | /
COc1ccc(NC(=O)C(c2ccc(C(F)(F)F)cc2)n2c(=O)c(-c3cc4ccccc4[nH]3)nc3ccccc32)cc1 (stereo not given) | -13% | /
COc1ccc(C2=Nc3ccccc3N(C(=O)c3ccc4c(c3)OCO4)C2C(=O)NCc2ccccc2)cc1 (stereo not given) | 2% | /
Cc1cccc(C)c1NC(=O)C(c1cccc2ccccc12)n1c(=O)c(-c2cc3ccccc3[nH]2)nc2ccccc21 (stereo not given) | -8% | /
COC(=O)[C@@]12C[C@@H](CC(=O)NCC34CC5CC(CC(C5)C3)C4)C(=O)N(Cc3ccccc3)C1=CCC(C)(C)C2 | -14% | /
COP(=O)(OC)OC(C(=O)c1ccccc1)c1ccccc1 (stereo not given) | -10% | /
CCCCNC(=O)c1nc(-c2ccc(C(F)(F)F)cc2)oc1-c1ccccc1 | 18% | /
CC1(C(=O)NCc2ccccc2)CN(S(C)(=O)=O)CC(=O)N1Cc1cccc(F)c1 (stereo not given) | 2% | /
CC(C)NC(=O)C1(C)CN(S(C)(=O)=O)CC(=O)N1Cc1cccs1 (stereo not given) | -15% | /
O=C(NCc1ccccc1)C(c1ccco1)N1CCN(c2ccccc2F)CC1 (stereo not given) | -10% | /
Additional compounds.
SMILES | EPAC2 antagonist | ATXN viability
COC(=O)C[C@H]1CC[C@@H](NC(=O)Nc2c(C)noc2C)[C@@H](CO)O1 | 4% | /
O=C(N[C@@H]1CC[C@H](CCn2cc(-c3ccccn3)nn2)O[C@@H]1CO)c1ccncc1 | 11% | /
CN1C(=O)C(c2cn(C)c3ccccc23)(c2cn(C)c3ccccc23)c2cc(F)ccc21 | -20% | /
CCc1c(-c2cccc(Cl)c2)ncn1Cc1cccc(-c2ccccc2)c1 | -16% | /
COC(=O)C[C@@H]1C=C[C@H](NS(=O)(=O)c2cccc(F)c2)[C@@H](CO)O1 | 1% | /
COc1ccc(C(C(=O)NCc2ccccc2)n2c(=O)c(-c3ccco3)nc3ccccc32)cc1 (stereo not given) | -1% | /

Fetched by compound from the list above:
SMILES | EPAC2 antagonist | ATXN viability
CN1C(=O)C(c2cn(C)c3ccccc23)(c2cn(C)c3ccccc23)c2cc(F)ccc21 | -20% | /
CCc1c(-c2cccc(Cl)c2)ncn1Cc1cccc(-c2ccccc2)c1 | -16% | /
COC(=O)C[C@H]1CC[C@@H](NC(=O)Nc2c(C)noc2C)[C@@H](CO)O1 | 4% | /
COc1ccc(C(C(=O)NCc2ccccc2)n2c(=O)c(-c3ccco3)nc3ccccc32)cc1 (stereo not given) | -1% | /

These rows are one share of the data (hit frequency here may not be typical).
